Granule exo inh: blocks lytic granule exocytosis. TALL-104 LAMP-1 surface exposure, flow cytometry; cells stimulated with thapsigargin and PMA. inhibition, % at 10 µM. hit rate 0.66% among 360,000. AID 651702;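 active = inhibition above about 55%, limit read from the data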
hiPSC survival: enhancers of human iPSC single-cell survival | hiPSC single-cell survival, ATPlite luminescence; 100% = ROCK inhibitor wells, 0% = DMSO | hit rate 0.044% among 360,000 | survival enhancement, % at 20 µM; in the data active = survival enhancement above about 18%;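 also: cells exposed to compounds for 16 hours before the ATP read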
MC4R antag cAMP: human MC4R antagonism in cAMP assay; inhibition, % at 6.5 µM; MC4R-expressing cells, MTII-stimulated cAMP, LANCE TR-FRET; hit rate 0.48% among 360,000; P32245; AID 540295;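 active = inhibition above its plate's cutoff, the mean of tested wells on that plate plus 3 SD, cut at about 29% in these data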;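 also: 0% = Melanotan II alone and 100% = Melanotan II plus saturating MCL0020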
Target sequence (P32245 whole entry, looked up): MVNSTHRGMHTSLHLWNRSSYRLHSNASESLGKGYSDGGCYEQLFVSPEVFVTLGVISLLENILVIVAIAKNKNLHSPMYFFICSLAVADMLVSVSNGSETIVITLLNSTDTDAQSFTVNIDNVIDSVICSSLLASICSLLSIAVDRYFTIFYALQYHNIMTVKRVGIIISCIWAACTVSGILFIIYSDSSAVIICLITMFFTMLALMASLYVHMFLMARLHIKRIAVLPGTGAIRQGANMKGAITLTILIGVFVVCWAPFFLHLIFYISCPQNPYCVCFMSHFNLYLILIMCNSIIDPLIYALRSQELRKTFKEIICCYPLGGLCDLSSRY
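Material – human MC4R-expressing U2OS cells · Repeats – no replicates · Detection – TR-FRET with Eu-cAMP and labeled anti-cAMP, 671 nm · Times – compound 30 min, challenge 1 h, detection 1 h · Compound – single nominal compound dose of 6.5 µM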
ABHD5-PLIN5 inh: blocks binding of human ABHD5 to perilipin-5 | Q00G26+Q8WTS1 | hit rate 0.78% among 360,000 | inhibition, % at 4 µM | Split G. princeps luciferase complementation, luminescence, 4 h | AID 602281;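 active = inhibition above the mean inhibition across every tested compound plus 3 SD, cut at about 22% in these data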;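 also: 0% = DMSO only wells and the 100% control is not disclosed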
N-glyco inh: N-linked glycosylation inhibition | D54 ERlucT glycosylation luciferase reporter, 24 h; percent of 100 nM tunicamycin response | reporter increase, % at 12.5 µM | hit rate 0.23% among 360,000;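 active = mean luciferase reporter signal, scaled so untreated is 0 and the glycosylation-blocking control 100, at or above a set limit in every replicate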;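 also: luciferase carries N-glycosylation sites so blocking glycosylation raises the light; 0% = median of neutral control wells and 100% = median of 100 nM tunicamycin wells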
MC4R barr agon: activates human MC4R beta-arrestin recruitment | activation, % at 8.9 µM | U2OS MC4R beta-arrestin complementation, luminescence; percent of melanotan II response, DMSO zero | hit rate 0.98% among 360,000 | AID 540308;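 active = activation above a per-plate cutoff, the mean activation of sample wells on that plate plus 3 SD, cut at about 8% in these data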
HTR2A ag: agonists of mouse serotonin 5-HT2A receptor (HTR2A). AID 624169. activation, % at 7.6 µM. CHO-K1 mHTR2A beta-arrestin complementation, luminescence; percent of 30 µM serotonin response. hit rate 0.66% among 360,000. P35363;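 active = activation above a run cutoff, the mean activation of all tested compounds plus 3 SD, cut at about 14% in these data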;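 also: 0% = plate median of compound wells and 100% = 30 µM serotonin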
Target sequence (P35363 whole entry, looked up): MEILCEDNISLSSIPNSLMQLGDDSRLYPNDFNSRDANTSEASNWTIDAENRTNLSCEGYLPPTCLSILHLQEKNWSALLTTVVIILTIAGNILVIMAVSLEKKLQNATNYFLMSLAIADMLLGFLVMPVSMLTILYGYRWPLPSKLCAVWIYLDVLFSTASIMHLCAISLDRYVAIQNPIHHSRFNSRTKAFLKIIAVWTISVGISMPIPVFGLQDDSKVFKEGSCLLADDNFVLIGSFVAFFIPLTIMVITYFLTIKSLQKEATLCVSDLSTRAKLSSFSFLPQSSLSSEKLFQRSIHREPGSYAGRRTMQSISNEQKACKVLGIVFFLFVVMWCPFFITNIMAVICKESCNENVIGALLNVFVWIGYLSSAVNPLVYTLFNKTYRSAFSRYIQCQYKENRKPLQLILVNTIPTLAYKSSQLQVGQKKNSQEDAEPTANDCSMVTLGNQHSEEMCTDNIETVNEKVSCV
H9c2 protect: modulators protecting cardiomyocytes from myocardial damage; protection from H2O2 cell death, % at 20 µM; hit rate 0.63% among 360,000; H9c2 cardiomyocytes, H2O2 injury protection, ATPLite, 2 h; AID 588492;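 active = compounds giving at least 50% protection of heart cells from peroxide-induced death in the single-dose screen, raw or plate-pattern-corrected value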;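 also: 0% = DMSO wells with peroxide and 100% = DMSO wells without peroxide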
aDG glyco act: alpha-DG glycosylation activation. Pro5-aDG cells, alpha-DG glycosylation AlphaScreen (IIH6); 0% Pro5, 100% B10-LARGE cell signal. activation, % at 10 µM. hit rate 0.22% among 360,000. AID 624168;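 active = activation of at least 8% versus controls, or a plate z-score of at least 8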;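 also: Pro5 are CHO cells carrying HIG-tagged alpha-DG that lacks glycosylation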
ABCB6 inh MLPCN: inhibitors of human ABC transporter ABCB6; Q9NP58; K562-ABCB6 porphyrin accumulation, flow cytometry, 1 h; hits give low values; fluorescence ratio to DMSO, % at 10 µM; hit rate 0.19% among 360,000;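 active = fluorescence ratio to DMSO below 75%, the collection mean minus 3 SD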;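 also: signal is porphyrin accumulated inside mitochondria; 100% equals median channel fluorescence of DMSO control wells; lower ratio means ABCB6 inhibition with less porphyrin fluorescence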
Starred values were filed as active, the others as inactive; / = no result given.

Structure	Granule exo inh	hiPSC survival	MC4R antag cAMP	ABHD5-PLIN5 inh	N-glyco inh	MC4R barr agon	HTR2A ag	H9c2 protect	aDG glyco act	ABCB6 inh MLPCN
CC1CC(C)CN(C(=O)C(C)N2CCN(S(=O)(=O)c3ccc(Br)s3)CC2)C1 (stereo not drawn)	0	-0.4	1	10	-4	0.2	3	-1	0.2	97
O=C(NN1C(=O)NC2(CCCCC2)C1=O)c1ccc(-c2ccccc2Cl)o1	-6	-0.5	10	-6	1	0.5	-4	0	0.4	98
O=C1C2CCCN2C(=O)N1CCN1CCN(CCO)CC1 (stereo not drawn)	-2	-0.3	-1	4	0	-2.4	2	-5	-0.2	99
C=CCOc1cccc(C(=O)N2CCCC(CCC(=O)NCc3ccccc3F)C2)c1 (stereo not drawn)	1	1.5	2	-4	1	-1.3	0	2	0.0	98
O=C(O)CCn1nc(-c2ccc(F)cc2)cc(Cc2ccccc2)c1=O	-6	-0.2	19	-1	-1	1.3	-5	-7	-0.1	98
CN(Cc1cccnc1)C(=O)c1ccc2nc(Cc3ccccc3F)oc2c1	1	-0.6	16	1	-3	-1.7	-2	6	0.0	102
O=C(CSc1nnc(-c2ccncc2)n1CC1CCCO1)Nc1ccccc1Cl (stereo not drawn)	0	-1.1	-6	7	1	-1.9	10	4	0.0	93
COc1cc(-c2cnc3c(NC=O)cc(-c4ccc(C)cc4)cn23)cc(OC)c1OC	21	-2.4	-34	10	8	-0.4	5	11	0.0	105
O=[N+]([O-])c1ccccc1Oc1ccc(Cl)c2cccnc12	7	0.4	8	1	1	0.8	-3	-2	0.0	96
CC(C)[C@H](NC(=O)c1ccco1)C(=O)OCC(=O)c1ccc(Br)s1	-16	-1.2	19	6	1	0.2	-2	-2	0.0	96
COc1ccc(CNC(=O)C2(c3ccc(Cl)cc3)CC2)cc1	2	-0.2	1	3	0	0.2	-2	0	0.0	101
Cc1cc(C)cc(OCC(=O)NCc2cc(C)nc3ccccc23)c1	-5	0.7	-1	1	5	-1.2	3	-6	0.4	94
CCCC(NC(=O)C(C)Sc1nnnn1C1CC1)c1ccccc1 (stereo not drawn)	-5	0.0	12	2	-2	-0.4	6	-3	0.0	98
COC(=O)/C(=C/c1cn(C(C)=O)c2ccccc12)[N+](=O)[O-]	8	1.2	25	-1	1	0.3	-3	4	0.0	100
O=[N+]([O-])c1ccc(-c2cn(-c3ccccc3F)c(=S)[nH]2)cc1	0	0.0	-2	10	-1	5.5	11	-2	0.0	91
O=C(NC(=S)NC(=O)c1ccccc1F)c1ccccc1F	5	-1.5	16	-8	-1	2.2	2	0	0.2	100
COc1ccc(C(C)C)cc1S(=O)(=O)Nc1ncn[nH]1	-6	-0.5	33*	1	1	0.0	-2	7	0.0	98
CC(c1nnc(SCC(=O)Nc2cc([N+](=O)[O-])ccc2F)n1Cc1ccccc1)N(C)C (stereo not drawn)	6	0.4	11	3	-2	-1.0	-5	3	0.1	94
CC(CN1CCN(CCOCCO)CC1)CN1c2ccccc2Sc2ccc(Cl)cc21 (stereo not drawn)	20	-3.8	7	14	-5	1.0	-7	-20	1.6	93
COc1ccc(-n2c(Cc3cc(=O)[nH]c(=O)[nH]3)nnc2SCc2ccccc2)cc1	-1	-3.6	-2	-3	0	0.3	5	2	0.0	100

(listing goes on)
Structure	Granule exo inh	hiPSC survival	MC4R antag cAMP	ABHD5-PLIN5 inh	N-glyco inh	MC4R barr agon	HTR2A ag	H9c2 protect	aDG glyco act	ABCB6 inh MLPCN
O=C(CCCOc1ccccc1)N1CCN(c2ccc(F)cc2)CC1	9	0.7	0	-1	2	1.6	-5	8	0.1	96
CC1CC(NC(=O)N(C)C)N(C)C(=O)N1 (stereo not drawn)	-8	-1.0	11	1	0	0.3	6	3	-0.1	100
O=C(CNC(=O)c1ccccc1Br)N/N=C/c1cccnc1	-2	-0.6	0	11	1	-1.5	2	7	0.0	98
O=C(Nc1nnc(SCc2ccc(Cl)cc2Cl)s1)C1COc2ccccc2O1 (stereo not drawn)	0	-2.6	-5	4	0	-0.6	6	-13	-0.1	99
COc1cccc(N2CC(C(=O)Nc3nnc(SCC(=O)Nc4cc(C)on4)s3)CC2=O)c1 (stereo not drawn)	-2	-0.4	8	2	4	0.3	3	6	-0.1	98
O=C(Nc1ccc2oc(-c3ccccc3)nc2c1)c1ccco1	4	0.5	17	6	-4	-1.7	-2	-9	0.3	100
CCOc1ccc(C(=O)NCC(=O)NCC(c2ccco2)N2CCCCC2)cc1 (stereo not drawn)	1	-0.7	8	6	-1	-1.8	-4	-1	0.1	100
O=C(NCCc1cccc(C(F)(F)F)c1)C1CCC(=O)N(CCc2cccc(F)c2)C1 (stereo not drawn)	-1	0.1	0	6	2	-2.6	2	-4	0.0	102
COc1ccc(CSCC(=O)N/N=C/c2ccc(OCC(=O)N3CCCCC3)cc2)cc1	-5	-0.1	4	5	-1	-2.1	2	-3	-0.4	97
CC1(C(=O)O)CCN1C(=O)COc1ccc(Cl)cc1 (stereo not drawn)	-3	0.1	0	-1	4	-0.9	5	5	0.0	93
CCn1c(SCc2nc3ccccc3c(=O)[nH]2)nnc1C(C)NC(=O)c1ccccc1F (stereo not drawn)	0	-1.0	4	0	0	-1.4	3	7	0.3	104
O=C(N(c1ccccc1)c1ccccc1)N(c1ccccc1)c1ccccc1	-4	-0.3	23	3	-4	0.3	-5	-7	0.3	98
CC(=O)Nc1ccc(NC(=O)C(C)OC(=O)c2ccc3[nH]c(C)c(C)c3c2)cc1 (stereo not drawn)	0	-0.3	-1	-1	-3	0.9	2	1	-0.1	94
S=C(NCCc1cccc(Cl)c1)NCc1ccccc1	9	1.0	5	-7	-3	-1.7	-12	-6	0.4	98
COc1ccccc1N1CCN(C(=O)c2cc3n(n2)C(C(F)(F)F)CC(c2ccco2)N3)CC1 (stereo not drawn)	-2	2.9	-1	8	1	-0.5	-3	1	0.1	127
Cc1cccc(COC[C@H](Cc2ccccc2)N2CCN(C(=O)c3cc(Cl)cc(Cl)c3)CCC2=O)c1	30	-0.6	/	10	/	/	-2	/	-0.1	95
O=C(C1CCN(S(=O)(=O)c2ccc3c(c2)OCCO3)CC1)N1CCc2ccccc21	0	-0.6	2	0	0	2.7	-2	10	-0.2	92
CC(C)(C)OC(=O)N(CC1CCNCC1)C(=O)c1[nH]c(C(F)(F)F)nc1-c1ccccc1	-1	2.3	/	0	1	/	-6	3	-0.2	92
CC(=O)N1c2c(cc(Br)cc2S(=O)(=O)N2CCN(C(=O)c3ccco3)CC2)CC1C (stereo not drawn)	1	0.2	3	8	1	1.1	0	0	0.0	104
COc1ccc(C(=O)NCC(=O)Nc2ccccc2)cc1OC	-3	0.7	3	-1	-1	-1.9	8	0	3.4	101

Ordered by molar mass (high to low): part of the list above.
Structure	Granule exo inh	hiPSC survival	MC4R antag cAMP	ABHD5-PLIN5 inh	N-glyco inh	MC4R barr agon	HTR2A ag	H9c2 protect	aDG glyco act	ABCB6 inh MLPCN
CC(=O)N1c2c(cc(Br)cc2S(=O)(=O)N2CCN(C(=O)c3ccco3)CC2)CC1C (stereo not drawn)	1	0.2	3	8	1	1.1	0	0	0.0	104
COc1ccccc1N1CCN(C(=O)c2cc3n(n2)C(C(F)(F)F)CC(c2ccco2)N3)CC1 (stereo not drawn)	-2	2.9	-1	8	1	-0.5	-3	1	0.1	127
COc1ccc(CSCC(=O)N/N=C/c2ccc(OCC(=O)N3CCCCC3)cc2)cc1	-5	-0.1	4	5	-1	-2.1	2	-3	-0.4	97
O=C(Nc1nnc(SCc2ccc(Cl)cc2Cl)s1)C1COc2ccccc2O1 (stereo not drawn)	0	-2.6	-5	4	0	-0.6	6	-13	-0.1	99
CCn1c(SCc2nc3ccccc3c(=O)[nH]2)nnc1C(C)NC(=O)c1ccccc1F (stereo not drawn)	0	-1.0	4	0	0	-1.4	3	7	0.3	104
CC(C)(C)OC(=O)N(CC1CCNCC1)C(=O)c1[nH]c(C(F)(F)F)nc1-c1ccccc1	-1	2.3	/	0	1	/	-6	3	-0.2	92
O=C(NCCc1cccc(C(F)(F)F)c1)C1CCC(=O)N(CCc2cccc(F)c2)C1 (stereo not drawn)	-1	0.1	0	6	2	-2.6	2	-4	0.0	102
O=C(C1CCN(S(=O)(=O)c2ccc3c(c2)OCCO3)CC1)N1CCc2ccccc21	0	-0.6	2	0	0	2.7	-2	10	-0.2	92
CCOc1ccc(C(=O)NCC(=O)NCC(c2ccco2)N2CCCCC2)cc1 (stereo not drawn)	1	-0.7	8	6	-1	-1.8	-4	-1	0.1	100
O=C(N(c1ccccc1)c1ccccc1)N(c1ccccc1)c1ccccc1	-4	-0.3	23	3	-4	0.3	-5	-7	0.3	98
S=C(NCCc1cccc(Cl)c1)NCc1ccccc1	9	1.0	5	-7	-3	-1.7	-12	-6	0.4	98
O=C(Nc1ccc2oc(-c3ccccc3)nc2c1)c1ccco1	4	0.5	17	6	-4	-1.7	-2	-9	0.3	100
CC1CC(NC(=O)N(C)C)N(C)C(=O)N1 (stereo not drawn)	-8	-1.0	11	1	0	0.3	6	3	-0.1	100

Screens as filed in PubChem.
